# Source: PubChem BioAssay (several laboratories)
# TcdB inh: TcdB glycohydrolase inhibitors, primary screen, biochemical, single point, plate reader; Toxin B (Clostridioides difficile), P18177; TcdB glycohydrolase enzymatic assay; inhibition, % at 9.99 µM; 350,000 compounds, 0.24% hits; in the data active = inhibition above about 10%
# SSB-PriA inh: inhibitors of Klebsiella pneumoniae PriA binding to SSB C-terminal tail, primary screen, biochemical, AlphaScreen; 430,000 compounds, 0.6% hits; PriA–SSB C-terminal tail interaction (Klebsiella pneumoniae); inhibition, % at 33 µM; AlphaScreen SSBct-PriA binding, biotinylated peptide; AID 1272365, 2023; in the data active = inhibition mostly above about 37%, no sharp cut-off; inactive = mostly below about 20%;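 also: plate controls were negative control peptide for no effect and reference peptide for full effect; strong numbers were not always called active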
# Y pestis TopoI: Yersinia pestis topoisomerase I inhibitors, primary screen, biochemical, cleavage product accumulation, plate reader, single point; activity, % at 10 µM; DNA topoisomerase I (Yersinia pestis CO92); Y. pestis Topo-I cleavage product accumulation; AID 504884, 2011; 360,000 compounds, 0.064% hits; in the data active = activity above about 50%, passing the limit was not always enough; inconclusive = no clear call, values can overlap the other calls; also: inactives centre near 2
# 3CLpro inhibitor: SARS-CoV 3CLpro protease inhibitors, primary screen, biochemical, quenched FRET; recombinant SARS-CoV 3CLpro, quenched FRET peptide cleavage; inhibition, % at 6 µM; 290,000 compounds, 0.14% hits; in the data active = inhibition above about 12%
# PfHsp40 yeast: rescue of yeast from PfHsp40 toxicity, primary screen, S. cerevisiae, ATP luminescence; S. cerevisiae expressing PfHsp40, growth rescue; growth rescue, % at 12.5 µM; 340,000 compounds, 0.68% hits; AID 504582, 2011; in the data active = growth rescue above about 28%, passing the limit was not always enough; inconclusive = no clear call, values can overlap the other calls;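 also: yeast W303a lacking pdr1 and pdr3 grown in galactose medium; growth measured after three days at 30 °C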
# PrPC surface inh: inhibitors of human cell surface prion protein PrPC, primary screen, cell-based, TR-FRET; Major prion protein (Homo sapiens), P04156; TR-FRET read-out; inhibition, % at 13.8 µM; 370,000 compounds, 0.43% hits; in the data active = inhibition above about 24%; also: 0% = median of the test wells and 100% = reference compound wells
# BH1578 lux ind: inducers of Vibrio cholerae quorum light production without autoinducers, primary screen, BH1578 luxS cqsA deficient, single point; AID 588436, 2011; 350,000 compounds, 0.16% hits; activation, % at 18.7 µM; V. cholerae BH1578 lux reporter, luminescence, 6 h; in the data active = activation mostly above about 9.7%, no sharp cut-off; inconclusive = no clear call, values can overlap the other calls; inactive = mostly below about 3.7%; also: not every result past the cut was called active; inactives centre near 0; reference of the scale not given here
# Anthrax LF inh2: Bacillus anthracis LF protease inhibitors, primary screen, biochemical, multiplex microsphere, MLPCN library. Lethal factor (Bacillus anthracis), P15917. multiplex microsphere protease cleavage assay. inhibition, % at 10 µM. 360,000 compounds, 0.12% hits. AID 588501, 2011; also: plate controls were buffer without enzyme for full effect and enzyme alone for no effect
# Target sequence (P15917 whole entry, looked up): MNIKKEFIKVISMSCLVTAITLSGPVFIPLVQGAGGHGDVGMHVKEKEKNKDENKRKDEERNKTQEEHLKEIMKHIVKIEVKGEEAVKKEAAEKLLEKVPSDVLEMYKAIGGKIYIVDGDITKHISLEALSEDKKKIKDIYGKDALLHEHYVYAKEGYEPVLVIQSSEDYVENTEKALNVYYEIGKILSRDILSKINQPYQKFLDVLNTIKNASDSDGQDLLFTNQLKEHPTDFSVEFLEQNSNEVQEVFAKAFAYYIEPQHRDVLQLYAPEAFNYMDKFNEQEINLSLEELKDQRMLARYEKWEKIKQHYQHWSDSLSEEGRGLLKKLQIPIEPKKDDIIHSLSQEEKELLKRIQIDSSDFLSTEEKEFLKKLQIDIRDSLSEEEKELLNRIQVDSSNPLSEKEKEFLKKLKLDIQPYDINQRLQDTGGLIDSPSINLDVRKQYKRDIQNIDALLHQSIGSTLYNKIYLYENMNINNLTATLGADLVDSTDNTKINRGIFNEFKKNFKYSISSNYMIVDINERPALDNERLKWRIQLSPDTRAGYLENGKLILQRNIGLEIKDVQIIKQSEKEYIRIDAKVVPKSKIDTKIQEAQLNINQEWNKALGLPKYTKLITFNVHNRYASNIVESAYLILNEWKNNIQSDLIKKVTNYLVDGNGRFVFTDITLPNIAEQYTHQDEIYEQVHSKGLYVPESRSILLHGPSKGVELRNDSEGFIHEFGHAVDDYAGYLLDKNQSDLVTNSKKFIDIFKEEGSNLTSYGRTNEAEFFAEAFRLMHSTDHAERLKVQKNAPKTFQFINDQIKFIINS
# BoNT-A LC inh2: BoNT/A light chain protease inhibitors, primary screen, biochemical, flow cytometry, MLPCN library | 360,000 compounds, 0.17% hits | multiplex microsphere protease substrate cleavage | inhibition, % at 10 µM | AID 588499, 2011; also: plate controls were buffer without enzyme for full effect and enzyme alone for no effect
# Starred values were filed as active, the others as inactive; i = inactive; ? = inconclusive; . = not tested or not shown; & = joins results of further samples. Rule as the data show it, unless noted: active = inhibition above about 30%; inconclusive = no clear call, values can overlap the other calls; inactive = below that. A portion of the library; rates above refer to the full screens.
SMILES,TcdB inh,SSB-PriA inh,Y pestis TopoI,3CLpro inhibitor,PfHsp40 yeast,PrPC surface inh,BH1578 lux ind,Anthrax LF inh2,BoNT-A LC inh2
CC(C)[C@H](NC(=O)c1ccco1)C(=O)OCC(=O)NC12CC3CC(CC(C3)C1)C2,-4.4,3,17,1,-1.3,6,i,10,-0.6
CCCCC(=O)Nc1ccccc1C(=O)OCC(=O)c1ccc2c(c1)OCCO2,.,-20,-1,0,3.1,4,-0.2,0,0.8
Cc1n[nH]c(=S)n1/N=C/c1cccc(OCc2ccccc2)c1,0.9,.,-12,1,2.4,7,-0.2,-4,-0.7
CCn1c(SCC(=O)NC2=NCCS2)nnc1C(C)NC(=O)c1ccc(Cl)cc1 (stereo not given),0.4,0,10,1,-0.8,8,i,-10,0.0
COc1ccc(C2=NS(=O)(=O)N(C)C(C(=O)NC3CCCC3)=C2)cc1OC,6.4,-12,1,-1,2.7,-16,-0.2,-5,0.0
Cc1c(N(C)C(=O)c2ccccc2F)c(=O)n(-c2ccccc2)n1C,0.8,-13,7,-8,1.1,-5,.,0,0.2
O=C(NNC(=O)C1CC(c2cccs2)=NO1)Nc1ccccc1 (stereo not given),-0.5,-6,-4,8,-0.3,-7,0.4,1,-2.2
COc1ccc(C(=O)Nc2ccc(S(=O)(=O)Nc3cc(C)nc(C)n3)cc2)c(OC)c1,.,-18,-5,-3,-0.7,11,0.5,6,-1.3
COc1ccc(Cl)cc1-c1nc(SCC(=O)NC(C)C(C)C)n[nH]1 (stereo not given),3.9,-8,0,3,-0.4,3,i,1,-0.4
CCN(C(=O)COC(=O)CCC(=O)c1cccs1)C1CCCCC1,-2.2,2,2,.,1.3,7,-1.2,2,6.4
CN(C)c1ccc(-c2nnc(-c3cccnc3)o2)cc1,0.4,6,1,0,0.0,0,0.9,24,-1.2
O=C(O)c1cc2ccc(O)cc2oc1=O,-0.5,.,1,.,.,-6,-0.3,-9,0.5
CC1(C)Cc2ccccc2-c2[nH]c(=S)[nH]c(=O)c21,1.6,10,-1,-3,0.1,78*,i,-13,0.0
CN1CCC(N(C)CC(=O)Nc2ccc3c(c2)OC(F)(F)O3)CC1,1.0,-11,4,3,-1.6,-7,-0.4,-5,-1.4
CCN1CCN(c2ncc3c(n2)CC(c2cc(OC)c(OC)c(OC)c2)CC3=O)CC1 (stereo not given),.,-8,-2,0,-1.2,-1,i,-4,-1.3
CCOCC(O)CNC(=O)c1ccc(OC2CCN(C(=O)c3cccnc3)CC2)cc1 (stereo not given),1.2,4,-12,1,-0.7,-1,-0.6,-3,0.0
C[C@H](CO)N1C[C@H](C)[C@H](CN(C)S(=O)(=O)c2ccc(F)cc2)Oc2ncc(Br)cc2C1=O,0.9&0.4&0.1,.,3,.,.,1,i,2,0.5
Cn1ccnc1CC(C)(O)c1ccccc1 (stereo not given),-2.0,.,-3,.,.,2,-4.0,6,0.6
Cc1ccc(CNc2nc3ccccc3s2)s1,.,-16,1,-3,-1.4,7,-0.7,-1,0.6
COc1ccc(CCNC(=O)CSc2nnc3ccc(-c4ccncc4)nn23)cc1,2.1,5,9,3,0.3,-34,i,-3,0.2
Cc1cc(N2CCOCC2)nc2ccc(NC(=S)N3CCN(c4ccccc4)CC3)cc12,-0.1,7,-1,-3,0.1,-5,-0.2,0,1.5
Cc1cc(Cl)ccc1C(=O)C1CCCN(C(=O)c2ccsc2)C1 (stereo not given),1.0,-12,2,-1,-1.1,12,i,2,-3.0
COc1cc2nc(CC(C)C)n(NC(=O)c3ccccc3)c(=O)c2cc1OC,0.9,-4,0,1,0.1,0,-2.6,1,?
Cc1ccc(Cn2cnc3ccccc32)cc1C,-0.3,-6,12,4,3.8,10,-0.3,-1,0.5
COc1ccc(N(CC(=O)NCCc2ccc(C)cc2)S(=O)(=O)c2c(C)noc2C)cc1,1.2,-11,9,3,-0.6,11,1.1,0,0.5

# As a working copy, some entries already given:
SMILES,TcdB inh,SSB-PriA inh,Y pestis TopoI,3CLpro inhibitor,PfHsp40 yeast,PrPC surface inh,BH1578 lux ind,Anthrax LF inh2,BoNT-A LC inh2
COc1ccc(CCNC(=O)CSc2nnc3ccc(-c4ccncc4)nn23)cc1,2.1,5,9,3,0.3,-34,i,-3,0.2
Cc1cc(N2CCOCC2)nc2ccc(NC(=S)N3CCN(c4ccccc4)CC3)cc12,-0.1,7,-1,-3,0.1,-5,-0.2,0,1.5
Cc1cc(Cl)ccc1C(=O)C1CCCN(C(=O)c2ccsc2)C1 (stereo not given),1.0,-12,2,-1,-1.1,12,i,2,-3.0
COc1cc2nc(CC(C)C)n(NC(=O)c3ccccc3)c(=O)c2cc1OC,0.9,-4,0,1,0.1,0,-2.6,1,?
Cc1ccc(Cn2cnc3ccccc32)cc1C,-0.3,-6,12,4,3.8,10,-0.3,-1,0.5
COc1ccc(N(CC(=O)NCCc2ccc(C)cc2)S(=O)(=O)c2c(C)noc2C)cc1,1.2,-11,9,3,-0.6,11,1.1,0,0.5

# Next section
SMILES,TcdB inh,SSB-PriA inh,Y pestis TopoI,3CLpro inhibitor,PfHsp40 yeast,PrPC surface inh,BH1578 lux ind,Anthrax LF inh2,BoNT-A LC inh2
CCOc1ccc(C(=O)NCc2ccccc2)cc1Br,-1.4,-37,0,0,-0.9,6,i,-7,1.0
Cc1oc2cc(O)ccc2c(=O)c1Oc1ccc2ccccc2c1,.,6,6,1,14,2,.,-8,0.0
CSCCC(NC(=O)c1cc([N+](=O)[O-])ccc1Cl)C(=O)O (stereo not given),.,-17,-7,2,-0.4,-13,0.6,1,-0.8
O=C(NCCCn1ccnc1)C(=O)NCC1OCCCN1S(=O)(=O)c1ccc(F)cc1 (stereo not given),0.1,9,-1,1,0.8,-10,-0.2,0,0.1
Cn1c(=O)c([N+](=O)[O-])c(N2CCN(Cc3ccc4c(c3)OCO4)CC2)c2ccccc21,1.8,14,22,3,-0.5,4,-0.3,-2,1.1
O=C(NC(=S)Nc1nc(-c2ccccc2)cs1)c1ccco1,0.3,1,-3,0,0.1,5,4.2,0,-0.1
Cc1cc(C)n2c(Nc3ccc4c(c3)OCCO4)c(-c3ccc(C)o3)nc2n1,-11,5,13,-3,0.4,0,-0.3,-3,0.1
CCOC(=O)c1sc(Nc2nc3c(OC)cccc3s2)nc1C,.,-18,-8,-1,-0.5,-2,7.2,-5,-1.2
CCC(=O)Nc1c(C)nn(C(=O)CC)c1C,.,-4,-1,-1,-1.6,-2,i,-7,-0.9
O=C1CCC(=O)N1N1C(=O)C2C3c4ccccc4C(c4ccccc43)C2C1=O (stereo not given),-1.2,5&-8,0,1,-1.3,4,-0.4,-2,-0.1
COc1ccc(/C=C(\C#N)C(=O)Nc2cc(S(=O)(=O)N3CCOCC3)ccc2N2CCCC2)cc1,-0.1,9,22,1,1.6,-4,i,-2,-0.5
Cc1cc(C)c(NC(=O)CSc2cccc[n+]2[O-])c(C)c1,1.0,-3,-6,.,-0.1,-8,i,8,0.3
N=c1c(C(=O)NC2CCCCC2)cc2c(=O)n3ccccc3nc2n1Cc1ccco1,2.1,-2,10,-1,-0.4,-23,-2.1,3,1.1
CS(=O)(=O)N(Cc1ccccc1)c1ccc(C(=O)N2CCOCC2)cc1,.,-10,-7,6,2.1,-6,i,2,-0.6
COc1cc(CN2CC(C)OC(C)C2)cc(OC)c1 (stereo not given),.,-21,5,-5,-0.8,-7,-1.8,-2,3.7
C=CCn1c(O)c(N=NC(=O)CNC(=O)/C=C/c2ccc(OC)cc2)c2ccccc21,2.7,-11,22,0,1.6,-1,-0.4,3,-1.3
O=C(Nc1ccc(S(=O)(=O)Nc2ncccn2)cc1)c1ccc(Br)o1,-0.3,4,-2,-2,-0.7,-5,-0.5,-4,-0.5
Clc1ccccc1-c1cc2nc(NCCCn3ccnc3)ccn2n1,-2.6,.,1,.,.,1,-0.5,-4,-0.3
COc1ccc(C)cc1S(=O)(=O)N(C)CC(=O)NC1CCCCCC1,2.1,-8,5,2,.,1,-0.5,-10,-2.6
CCOc1nc2c(c(-c3cccs3)c1C#N)Cc1ccccc1-2,-1.2,-21,-2,2,0.0,1,i,-2,-0.1
Cc1c(C(=O)OCC(O)=C(C#N)c2nc3ccccc3[nH]2)oc2ccc(Br)cc12,0.5,.,1,.,-0.6,-6,i,-10,0.3
Cc1nn(C)cc1/C=N/n1nnnc1N,.,.,3,3,0.1,5,-0.2,-11,6.1
COc1ccc(OCc2cc(C(=O)NC(C)c3csc(C)n3)no2)c(Cl)c1 (stereo not given),-0.6,-18,16,-4,-1.5,5,-7.3,0,-1.0
CCOc1ccccc1C(=O)N(CCC(=O)OC)c1ccccn1,.,-8,-5,-6,0.4,1,-10,-2,-0.9
C[C@H](NC(=O)N1CCC(Cc2ccccc2)CC1)C(=O)O,-2.7,-14,3,-7,-2.1,7,-1.6,1,1.7
SMILES,TcdB inh,SSB-PriA inh,Y pestis TopoI,3CLpro inhibitor,PfHsp40 yeast,PrPC surface inh,BH1578 lux ind,Anthrax LF inh2,BoNT-A LC inh2
COc1cc(CNCCSc2nnnn2C)cc(Br)c1OCc1ccc(F)cc1,.,-23,15,-2,-2.7,-10,1.8,-2,0.5
COc1cccc(CN(C)C(=O)CN2C(=O)NC(c3ccccc3)(c3ccccc3)C2=O)c1,0.0,13,19,.,1.0,3,-3.1,-8,-2.1
C=CCN1N=C(/C=C/c2ccc(OC)cc2)CCC1=O,1.3,2,-5,0,-1.1,-11,i,6,-1.1
O=C(Oc1ccc2ccccc2c1)c1cncc(Br)c1,2.9,-14,-8,-2,-1.2,-5,6.2,0,-0.3
CC(C(=O)NNS(=O)(=O)c1cccc(C(F)(F)F)c1)n1nnc(N2CCOCC2)n1 (stereo not given),1.2,0,-9,1,0.4,-2,i,10,?
O=c1[nH]c(=O)n(Cc2ccccc2)c2nc(-c3ccco3)cc(C(F)(F)F)c12,.,-4,3,0,-1.3,-2,27*,-1,1.1
COC(=O)c1c(NC(=O)C(=O)N2CCOCC2)sc2c1CCC2,0.9,-5,24,-7,-0.5,-4,-0.2,1,-1.3
Cc1ccccc1NC(=NCCCN1CC1)Nc1ccccc1C,2.2,32,-11,.,2.0,-10,0.0,-2,0.4
CC1C/C(=N\NC(N)=S)c2cc(Cl)ccc2S1 (stereo not given),1.5,.,1,3,-0.7,-1,i,2,3.9
COc1ccc(C(C)C)cc1S(=O)(=O)N1CCC(C(=O)NCC2CCCO2)CC1 (stereo not given),0.2,-10,-4,0,-1.0,-2,i,0,-1.8
O=C(CN(c1ccccc1)S(=O)(=O)c1ccccc1)NCCSc1nc2ccccc2s1,.,6,3,4,-0.6,-4,i,-7,-0.1
COc1ccc2cc3cc(C(=O)NC(C)C)oc3nc2c1,.,-13,-1,2,-0.5,-19,i,-8,-1.6
O=C1/C(=C\c2ccncc2)N2CCC1CC2,-1.0,4,-8,4,.,5,-0.5,-10,-1.5

# Full records from above. Order of values: TcdB inh	SSB-PriA inh	Y pestis TopoI	3CLpro inhibitor	PfHsp40 yeast	PrPC surface inh	BH1578 lux ind	Anthrax LF inh2	BoNT-A LC inh2
# O=C1/C(=C\c2ccncc2)N2CCC1CC2 as listed: -1.0	4	-8	4	.	5	-0.5	-10	-1.5
# O=C(Oc1ccc2ccccc2c1)c1cncc(Br)c1 as listed: 2.9	-14	-8	-2	-1.2	-5	6.2	0	-0.3
# C=CCN1N=C(/C=C/c2ccc(OC)cc2)CCC1=O as listed: 1.3	2	-5	0	-1.1	-11	i	6	-1.1
